Screening results as filed in PubChem BioAssay.
EphB4 ephrin blk = blocks human EphB4 binding to ephrin-B2. P54760. EphB4 LBD / TNYL-RAW-Alexa532 peptide, fluorescence polarization. inhibition, % at 7 µM. actives 0.15% (n = 97,000). AID 720;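 active = inhibition above the screen-wide mean inhibition plus 3 SD, cut at about 15% in these data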;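 also: 0% = DMSO wells and 100% = excess unlabeled TNYL-RAW peptide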
Target sequence (P54760 whole entry, looked up, the tested form may be a part): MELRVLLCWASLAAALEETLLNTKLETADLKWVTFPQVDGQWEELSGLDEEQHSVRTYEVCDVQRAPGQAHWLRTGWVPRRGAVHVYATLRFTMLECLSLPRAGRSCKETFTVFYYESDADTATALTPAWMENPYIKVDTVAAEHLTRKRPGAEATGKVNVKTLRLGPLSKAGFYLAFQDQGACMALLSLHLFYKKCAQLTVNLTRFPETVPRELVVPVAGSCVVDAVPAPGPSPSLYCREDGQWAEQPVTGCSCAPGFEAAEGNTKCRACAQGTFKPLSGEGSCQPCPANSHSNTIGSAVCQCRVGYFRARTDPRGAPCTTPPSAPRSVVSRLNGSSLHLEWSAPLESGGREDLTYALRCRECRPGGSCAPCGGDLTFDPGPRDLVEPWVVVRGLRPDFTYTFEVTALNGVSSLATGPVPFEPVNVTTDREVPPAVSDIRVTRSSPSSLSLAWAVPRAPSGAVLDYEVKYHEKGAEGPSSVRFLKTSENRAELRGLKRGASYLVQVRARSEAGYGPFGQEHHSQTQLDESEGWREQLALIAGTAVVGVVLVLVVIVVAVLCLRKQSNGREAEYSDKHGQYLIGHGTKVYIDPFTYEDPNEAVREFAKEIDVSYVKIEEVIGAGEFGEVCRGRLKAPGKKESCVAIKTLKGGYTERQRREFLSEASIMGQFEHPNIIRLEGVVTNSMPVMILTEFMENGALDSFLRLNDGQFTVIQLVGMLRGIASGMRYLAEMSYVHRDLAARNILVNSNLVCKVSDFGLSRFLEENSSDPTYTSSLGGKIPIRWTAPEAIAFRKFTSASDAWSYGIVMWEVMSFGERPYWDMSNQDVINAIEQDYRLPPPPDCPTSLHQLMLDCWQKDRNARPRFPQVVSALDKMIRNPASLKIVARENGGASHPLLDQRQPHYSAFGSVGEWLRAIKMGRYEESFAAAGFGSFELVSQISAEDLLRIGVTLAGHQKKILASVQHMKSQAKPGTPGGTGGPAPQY
Candida biofilm = kills Candida albicans biofilms | C. albicans biofilm + clotrimazole, Alamar Blue | inhibition, % at 6 µM | actives 0.14% (n = 85,000);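 active = inhibition above 20%; inactive = inhibition below 20%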;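 also: preformed 24 hr biofilms exposed to compound for 48 hr; 0% = biofilm without compound and 100% = blank killed by clotrimazole plus chlorhexidine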
PLK1 PBD inh = inhibitors of human Plk1 polo box domain binding; AID 693; Plk1 PBD phosphopeptide binding, fluorescence polarization; actives 0.13% (n = 97,000); P53350; inhibition, %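 (tested at about 20 µM)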; in the data active = inhibition above about 34%, passing the limit was not always enough
LYP act = activators of human LYP (PTPN22) phosphatase. recombinant LYP, DiFMUP fluorescence; 0 = plate median, 100 = signal doubled. activation, % at 2 µM. actives 0.11% (n = 96,000);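 active = activation at 2 µM above a set limit, the mean plus 5 SD, cut at about 37% in these data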
CYP2C9 inhib = inhibitors of human CYP2C9 | CYP2C9 Supersomes, luciferin-H conversion, luminescence | inhibition, % at 5 µM | actives 20% (n = 96,000);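 active = blocking of liver enzyme CYP2C9 beyond about 50% at 5 µM, limit read from the data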; also: values of inactives mirror those of a sister screen read the other way
PLK1 kinase inh = inhibitors of human PLK1 kinase. P53350. recombinant PLK1 kinase, TR-FRET peptide phosphorylation. inhibition, % at 10 µM. actives 0.53% (n = 97,000). AID 619;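 active = inhibition of 50% or more in the single-concentration screen; inactive = inhibition below 50%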;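 also: 0% = DMSO max control and 100% = H-89 dihydrochloride min control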
LYP inh 2 = LYP (human) phosphatase inhibition. Q9Y2R2. AID 640. actives 0.21% (n = 96,000). inhibition, % at 2 µM. recombinant LYP catalytic domain, DiFMUP fluorescence;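 active = inhibition at 2 µM at or above a set limit, the screen mean plus 3 SD, cut at about 24% in these data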;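 also: 0% = DMSO with enzyme and 100% = enzyme fully blocked by orthovanadate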
CYP2C9 activ = CYP2C9 (human) activation; activation factor at 5 µM; P11712; actives 1.4% (n = 96,000); recombinant CYP2C9, luciferin-H conversion, luminescence; hits give high values; factor 1 = untreated enzyme, 0 = blocked;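 active = activation factor of 2 or more for CYP2C9 at a 5 µM dose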;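 also: 0 = sulfaphenazole-blocked wells and 1 = vehicle-only wells; values of inactives mirror those of a sister screen read the other way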
Rev-RRE block = HIV Rev-RRE protein-RNA interaction inhibition | Rev peptide-RRE RNA binding, FRET | inhibition, % at 8 µM | actives 0.79% (n = 97,000) | AID 704;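 active = inhibition above the screen-wide mean plus 3 SD, cut at about 35% in these data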;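 also: 0% = median DMSO wells and 100% = median Neomycin B control wells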
Target sequence (P05866 whole entry, looked up): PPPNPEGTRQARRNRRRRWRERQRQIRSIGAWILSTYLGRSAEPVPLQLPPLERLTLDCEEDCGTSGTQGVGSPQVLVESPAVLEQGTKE
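Test system: Cy5-tagged RRE RNA duplex with fluorescein-tagged Rev peptide | Read-out: % inhibition of FRET ratio versus controls | Probe or stimulus: Labelled Rev peptide | Incubation: 5 min RNA-compound premix plus 15 min binding step, 25 °C | Technique: FRET fluorescence readout | Benchmarks: DMSO low control, neomycin B high control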
Numbers without * were called inactive; / = no result given.

SMILES	EphB4 ephrin blk	Candida biofilm	PLK1 PBD inh	LYP act	CYP2C9 inhib	PLK1 kinase inh	LYP inh 2	CYP2C9 activ	Rev-RRE block
COc1cccc(/C=N/NC(=O)c2cccc([N+](=O)[O-])c2)c1OS(=O)(=O)c1ccccc1	-3	/	11	-2	22	3	6	0.8	-1
CCOC(=O)c1[nH]c(C)c(/C(O)=C2\C(=O)C(=O)N(CCCN(C)C)C2c2ccncc2)c1C (stereo not drawn)	6	/	-1	9	-6	-2	-5	1.1	2
O=C(CCSc1nc2cc(Cl)ccc2o1)N1CCOCC1	-2	12	3	2	-17	-13	-2	1.2	4
CCOC(=O)CNC(=O)CSc1ncnc2c1cnn2-c1ccc(OC)cc1	4	3	7	-4	17	-11	3	0.8	-1
O=C(COc1ccc2ccccc2c1Br)N1CCN(c2ccccn2)CC1	5	6	0	-8	9	-5	2	0.9	2
CCc1ccc(OCc2nnc(SCCN3CCOCC3)n2CC)cc1	-2	7	-13	-4	7	-9	4	0.9	6
CC(=O)Nc1ccc(C(=O)Cn2nnc3ccccc3c2=O)cc1	-6	-2	-3	-2	0	-1	0	1	3
CCOc1ccc(S(=O)(=O)N2CCCCCC2)cc1	1	5	7	11	5	-5	-10	1	0
Cc1ccc(-c2n[nH]c3c2CCC3)cc1	5	0	6	-8	43	10	7	0.6	0
CCN(CC)C(=O)COc1ccc2oc(C)c(C(=O)OC(C)C)c2c1	5	1	-15	-3	36	-5	6	0.6	6
CC(C)Cn1c(-c2ccc(F)cc2)n[nH]c1=S	0	-4	0	-7	19	-8	10	0.8	1
COC(=O)[C@@H](NC(=O)Nc1ccc(OC(F)(F)F)cc1)C(C)C	-5	10	16	-10	4	-8	8	1	5
O=c1cc2c(nn1Cc1ccccc1Cl)-c1ccccc1CC2	-1	4	4	-1	94*	-10	0	0.1	15
COCCn1c(Sc2ccccc2)nc2c1c(=O)[nH]c(=O)n2C	1	3	27	-7	4	-18	4	1	6
Cc1cc(C)n(C(=O)CNC(=O)Cc2ccccc2)n1	9	8	3	-2	-59	-12	1	1.6	9
Cc1ccc(NC(=O)CCc2nnc(SCC(=O)Nc3ccccc3C)n2C)cc1Cl	-4	/	32	-5	9	0	7	0.9	9
COc1ccc(Br)cc1CNC(=O)C1CCCN(S(C)(=O)=O)C1 (stereo not drawn)	11	10	-18	4	-5	0	1	1.1	3
CCOC(=O)c1ccc(COC(=O)CCc2nc(-c3ccccc3)c(-c3ccccc3)o2)cc1	-5	3	33	-13	86*	-3	10	0.1	9
CCOc1cc(C#N)c(NC(=O)Cn2nnc3ccccc32)cc1OCC	5	2	9	6	12	-9	-5	0.9	-3
Cc1cc(C)cc(N(CC(=O)NCC2CCCO2)S(=O)(=O)c2c(C)noc2C)c1 (stereo not drawn)	-4	4	-38	-2	64*	-7	-1	0.4	0
COCCNC(=O)C(C)OC(=O)c1cc2occc2n1C (stereo not drawn)	-6	6	-3	4	80*	-17	-8	0.2	2
O=C(CN1C(=O)C2C3C=CC(C3)C2C1=O)NCCc1ccccc1 (stereo not drawn)	-3	1	6	2	21	-14	-6	0.8	1
C=CCSc1nccc(-c2cc(Cl)sc2Cl)n1	1	4	46*	-8	72*	-2	8	0.3	19
CC(C)C(=O)Nc1cccc2nsnc12	1	8	0	27	7	5	-28	0.9	5
CCCC(=O)NC(=S)Nc1ccc(Cl)cn1	3	/	10	0	27	-13	2	0.7	3
Cc1ccc2c(=O)cc(C(F)F)oc2c1	0	2	-16	6	-16	-3	-3	1.2	-3
CCCCN=CC1=C(O)C(C(=O)OC)C(C)(C)CC1=O (stereo not drawn)	-5	5	-12	3	-9	-6	-6	1.1	7
CC(C)CNC(=O)c1ccccc1Oc1ccccc1	3	2	-17	-7	40	-9	6	0.6	2
CCN(Cc1ccccc1)C(=O)CCc1nc(-c2ccc(C)cc2)no1	2	3	-17	31	88*	-7	-33	0.1	10
O=c1ccn(Cc2ccccc2)c(=O)n1Cc1ccccc1	7	1	13	-1	16	-6	-2	0.8	2
O=C(c1ccco1)N(Cc1cccs1)C1CCS(=O)(=O)C1 (stereo not drawn)	2	9	-8	7	3	-10	-4	1	8
CCn1nc(C(=O)Nc2ccc(C)c(C)c2)c(Cl)c1Cl	-6	/	2	-6	12	-10	11	0.9	0
CCOc1cc(CNC2CCCC2)cc(Cl)c1OCc1ccccc1	-8	/	6	12	17	-5	-11	0.8	7
CCn1c(=O)cc(OCC(=O)NC2CCCCC2)c2ccccc21	6	8	-15	-4	-48	-3	3	1.5	3
N#Cc1c(SCc2ccccc2)nc(N2CCOCC2)c2c1CCCC2	11	2	3	0	92*	-9	-1	0.1	21
O=C(/C=C/c1ccc(Cl)cc1Cl)NC(=S)Nc1ccccn1	-9	/	15	3	-13	-3	3	1.1	2
Cc1ccc(S(=O)(=O)N(CC(=O)NC2CCCCCC2)c2ccccc2F)cc1	-6	5	-36	-6	39	-4	9	0.6	13
CCOc1cc(C(=O)Nc2ncccn2)cc(OCC)c1OCC	-5	-2	18	-3	3	-3	2	1	-2
CC(=O)OC(C(=O)NCc1ccco1)c1cccnc1 (stereo not drawn)	13	2	8	-3	-22	-2	-2	1.2	7
O=C(Nc1cccc(Br)c1)/C(=C\c1cccnc1)NC(=O)c1ccco1	4	/	-8	6	14	-7	-2	0.9	8
COc1ccc(Cn2nnnc2C(c2cc3cc(C)cc(C)c3[nH]c2=O)N2CCOCC2)cc1 (stereo not drawn)	-4	7	12	0	49	-16	2	0.5	10
CCOC(=O)C1=C(CSc2nc(C)cc(C)c2C#N)OC(N)=C(C#N)C1c1ccccc1 (stereo not drawn)	2	15	17	-19	81*	-7	19	0.2	16
COc1ccc(OCCSc2nnc(CC(=O)Nc3cccc(Cl)c3Cl)n2C)cc1	1	-1	-23	-4	-8	5	6	1.1	8
Cc1cccc(C)c1NC(=O)CN1C(=O)S/C(=C\c2cccn2C)C1=O	-4	/	-17	4	26	1	2	0.7	7
CC(C)C(=O)Nc1ccc2c(c1)nc(CCN1CCN(C)CC1)n2C	1	2	14	-11	-8	4	12	1.1	13
COc1ccc(CNC2CCCCC2)cc1	-2	3	0	4	2	-12	-2	1	6
CCN1C(=O)c2ccc(C(=O)Nc3nccs3)cc2C1=O	0	6	-3	-3	21	-17	3	0.8	10
COC(=O)[C@H](CCSC)NC(=O)NCCc1ccc(F)cc1	2	-2	-19	-14	2	-10	14	1	5
CCOc1ccc(-n2c(C)nc3cc(C(=O)NCc4ccco4)ccc32)cc1	-5	5	0	9	14	12	-11	0.9	6
Cc1ccc(CNC(=O)c2ccc(NC(=O)CCS(=O)(=O)c3cccs3)cc2)cc1	14	-1	9	-2	30	2	4	0.7	12

In the list so far, six have an aryl methoxy group.
SMILES	EphB4 ephrin blk	Candida biofilm	PLK1 PBD inh	LYP act	CYP2C9 inhib	PLK1 kinase inh	LYP inh 2	CYP2C9 activ	Rev-RRE block
COc1cccc(/C=N/NC(=O)c2cccc([N+](=O)[O-])c2)c1OS(=O)(=O)c1ccccc1	-3	/	11	-2	22	3	6	0.8	-1
CCOC(=O)CNC(=O)CSc1ncnc2c1cnn2-c1ccc(OC)cc1	4	3	7	-4	17	-11	3	0.8	-1
COc1ccc(Br)cc1CNC(=O)C1CCCN(S(C)(=O)=O)C1 (stereo not drawn)	11	10	-18	4	-5	0	1	1.1	3
COc1ccc(Cn2nnnc2C(c2cc3cc(C)cc(C)c3[nH]c2=O)N2CCOCC2)cc1 (stereo not drawn)	-4	7	12	0	49	-16	2	0.5	10
COc1ccc(OCCSc2nnc(CC(=O)Nc3cccc(Cl)c3Cl)n2C)cc1	1	-1	-23	-4	-8	5	6	1.1	8
COc1ccc(CNC2CCCCC2)cc1	-2	3	0	4	2	-12	-2	1	6

More structures follow.
SMILES	EphB4 ephrin blk	Candida biofilm	PLK1 PBD inh	LYP act	CYP2C9 inhib	PLK1 kinase inh	LYP inh 2	CYP2C9 activ	Rev-RRE block
CCCCCCC(=O)N/N=C/Cc1ccccc1	6	/	14	-6	-19	-11	5	1.2	6
CC(=O)N1N=C(c2ccncc2)OC12CCCCC2	-6	6	9	2	55*	-13	1	0.4	-4
Cc1cc(C(=O)CN2C(=O)CCC2=O)c(C)n1Cc1ccccc1	7	4	-4	-3	37	3	2	0.6	1
CC1CCCC(C)N1CCNC(=O)Nc1ccc(Cl)cc1 (stereo not drawn)	1	0	-6	-5	1	-5	7	1	1
CNC(=O)/C(C#N)=C/c1ccc(-c2ccc(OC)cc2[N+](=O)[O-])o1	-3	/	-39	5	9	-8	-2	0.9	-2
CCn1cnc2cc(NCc3ccc(OC)cc3)ccc21	2	2	1	6	7	-17	-2	0.9	0
CCOC(=O)c1cccc(NC(=O)CN2C(=O)C3C4C=CC(C4)C3C2=O)c1 (stereo not drawn)	-9	/	-1	3	48	3	-6	0.5	-4
COc1ccc(-c2nc3scc(-c4ccccc4)n3n2)cc1	0	/	-3	-2	5	-5	2	0.9	12
c1cn2cc(CSC3CCCCC3)nc2s1	-6	8	-12	7	-10	-3	-10	1.1	6
COc1ccc(N2CCN(C(=O)CSc3nnc4nc(C)cc(C)n34)CC2)cc1	-1	2	2	-5	/	-5	6	/	0
Nc1nonc1C(=O)NCCNCc1ccccc1OCc1ccccc1F	-11	8	11	8	25	-17	-10	0.8	2
CC(=O)Nc1ccc(S(=O)(=O)Nc2nc(C)cc(-n3nc(C)cc3C)n2)cc1	4	7	15	1	8	-13	3	0.9	4
CCOC(=O)C1CCN(C(=O)c2ccc(OCC)c(OCC)c2)CC1	-11	/	15	9	-38	-9	-9	1.4	1
O=C(COc1ccccc1)Nc1ccc(S(=O)(=O)N2CCCC2)cc1	-1	8	-14	8	22	3	-8	0.8	7
COc1cc2nc(SCc3ccc(C(F)(F)F)cc3)n(Cc3cccs3)c(=N)c2cc1OC	6	/	-9	5	6	-19	-1	0.9	19
Cc1cccc(OCc2nnc(SCC(=O)Nc3ccc(C)c(Cl)c3)o2)c1	6	/	-4	-15	-2	-3	14	1	4
c1ccc(CCNc2ncnc3scc(C4COc5ccccc5O4)c23)cc1 (stereo not drawn)	-3	1	18	-10	73*	-6	10	0.3	6
CCCCN1CN(S(=O)(=O)c2cccs2)c2nc3ccccc3nc21	2	/	6	3	-2	3	1	1	3
O=C(c1ccco1)N1CCN(S(=O)(=O)c2ccc(F)cc2)CC1	-5	/	-3	0	14	-13	0	0.9	3
COC1=CC(=O)OC12CCCCC2	6	2	-45	-5	-10	13	3	1.1	8

2 entries from above, bar-delimited.
mol | EphB4 ephrin blk | Candida biofilm | PLK1 PBD inh | LYP act | CYP2C9 inhib | PLK1 kinase inh | LYP inh 2 | CYP2C9 activ | Rev-RRE block
CCOC(=O)c1cccc(NC(=O)CN2C(=O)C3C4C=CC(C4)C3C2=O)c1 (stereo not drawn) | -9 | / | -1 | 3 | 48 | 3 | -6 | 0.5 | -4
COc1ccc(-c2nc3scc(-c4ccccc4)n3n2)cc1 | 0 | / | -3 | -2 | 5 | -5 | 2 | 0.9 | 12

More compounds follow:
SMILES	EphB4 ephrin blk	Candida biofilm	PLK1 PBD inh	LYP act	CYP2C9 inhib	PLK1 kinase inh	LYP inh 2	CYP2C9 activ	Rev-RRE block
O=C(CSc1nc2cc(Cl)ccc2o1)N1CCOCC1	-5	6	-22	8	26	0	-3	0.7	-4
Cc1ccc2cc(C(c3nnnn3Cc3ccccc3)N3CCc4ccccc43)c(=O)[nH]c2c1 (stereo not drawn)	-2	2	-27	-2	30	3	0	0.7	15
O=C(Nc1ccncc1)C1COc2ccccc2O1 (stereo not drawn)	-8	8	2	32	52*	-8	-35	0.5	3
O=c1[nH]c(NCCO)nc2c1C1(CCCCC1)Cc1ccccc1-2	0	9	9	-2	6	-18	1	0.9	8
COc1ccc(S(=O)(=O)N2CCC(C)CC2)cc1Br	-10	0	-14	-1	-194	-4	-2	2.9*	7
CC(C)C(NC(=O)OCc1ccccc1)C(=O)OCC(=O)N1CCCCC1 (stereo not drawn)	7	13	8	-4	26	-5	2	0.7	0
